influenza NS1A: NS1A inhibition, H1N1 influenza, cell based functional assay (AID 504329); inhibition, % at 12.5 µM; hits with a dose series show IC50 in µM; NS1A functional cell-based assay, percent inhibition; higher % means a stronger effect; 0.3% of 340,000 active; in the data active = a potency from the dose series; inconclusive = inhibition above about 27% without an active follow-up result; note: strong numbers were not always called active
M. tuberculosis HTS: M. tuberculosis growth inhibition, HTS (AID 449762); M. tuberculosis H37Rv growth inhibition, 7H9 media; higher % means a stronger effect; inhibition, % at 25 µM, or IC50 in µM where a hit was titrated; 0.59% of 330,000 active; in the data active = a potency from the dose series; inconclusive = inhibition above about 70% without an active follow-up result;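 note: bacterial growth assessed after seven days of incubation; strong numbers were not always called active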
VEEV TC-83 Vero: inhibitors of VEEV TC-83 cytopathic effect, confirmation, Vero cells (AID 588727); Vero cells, VEEV TC-83 cytopathic effect inhibition; higher % means a stronger effect; one-dose inhibition, % at 20 µM; IC50 in µM for titrated hits; 0.13% of 350,000 active; in the data active = a potency from the dose series; inconclusive = inhibition mostly from about 14% at the one dose, without a potency; inactive = the rest, 99 in 100 with inhibition below about 12%; note: strong numbers were not always called active
tuberculosis growth: growth inhibition of non-replicating M. tuberculosis (AID 488890) | one-dose inhibition, % at 25 µM; IC50 in µM for titrated hits | Mycobacterium tuberculosis non-replicating, growth inhibition; higher % means a stronger effect | 0.39% of 320,000 active; in the data active = a potency from the dose series; inconclusive = inhibition mostly from about 82% at the one dose, without a potency; inactive = the rest, 99 in 100 with inhibition below about 76%;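 note: plate controls were DMSO cells for no effect and high antibiotic wells for full effect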
Salmonella PhoP GFP: Inhibition of PhoP regulon, Salmonella typhi GFP reporter cells, confirmation, 4 h (AID 1850); 0.33% of 310,000 active; inhibition, % at 50 µM, or IC50 in µM where a hit was titrated; Salmonella Typhi PhoP-promoter GFP reporter, fluorescence, 4 h; higher % means a stronger effect; in the data active = a potency from the dose series; inconclusive = inhibition mostly from about 25% at the one dose, without a potency; inactive = the rest, 99 in 100 with inhibition below about 19%;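 note: 0% = induced wells with vehicle and 100% = uninduced wells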
Numbers without * were called inactive; i = inactive; ? = inconclusive; . = no result given; & = joins results of further samples.

SMILES | influenza NS1A | M. tuberculosis HTS | VEEV TC-83 Vero | tuberculosis growth | Salmonella PhoP GFP
Cc1ccc(S(=O)(=O)NCCC(=O)N2CCC(Cc3ccccc3)CC2)cc1 | -2.9% | 4.3% | 8.9% | 21.0% | -5.1%
O=C1C2=C(CCCC2)C(=O)N1c1cccc(OCCBr)c1 | -0.2% | 42.9% | 1.1% | 2.3% | 4.2%
CCOC(=O)c1ccccc1NC(=O)c1cccc(F)c1 | -4.8% | 14.3% | 0.2% | 22.4% | 9.4%
COCCN(C(=S)Nc1ccc(C(C)C)cc1)C(C)c1cccs1 (stereo unspecified) | -1.0% | 6.5% | 3.2% | 10.4% | -6.2%
CCC(C(=O)NC1CCCCCC1)c1ccccc1 (stereo unspecified) | 0.6% | 8.3% | 0.9% | 25.3% | 8.4%
CC(Sc1nc(N(C)C)nc(N2CCOCC2)n1)C(=O)Nc1ccccc1 (stereo unspecified) | -0.2% | 3.0% | 2.6% | -3.5% | 9.5%
CCC(C)(C)NC(=O)CN(CC1CCCO1)C(=O)CNS(=O)(=O)c1ccccc1 (stereo unspecified) | 2.6% | 3.6% | 0.5% | 6.1% | 10.9%
COc1cccc(OCCn2cc(C(=O)c3ccco3)c3ccccc32)c1 | -11.2% | ? | 5.9% | 57.8% | 6.5%
Cc1c(Cl)c([N+](=O)[O-])nn1CCCC(=O)Nc1cc(Cl)ccc1Cl | 0.1% | 20.5% | i | -15.2% | 0.3%
Cc1cccc(Nc2nc(-c3ccc4c(c3)OCCO4)cs2)c1 | -5.3% | -0.5% | 7.7% | 13.0% | -9.1%
C=CCSc1nc2c(C(=O)OCC)nnn2c2ccccc12 | -2.3% | -1.2% | 0.3% | 30.5% | -4.0%
CC[n+]1ccc(/C=C/c2ccc(N(C)C)cc2)c2ccccc21 | 9.07µM* | . | 2.1% | . | .
Cc1ccc(-c2csc3ncnc(SCC(=O)NCc4ccc5c(c4)OCO5)c23)cc1 | -4.0% | 14.9% | 1.1% | 9.4% | -6.5%
Cc1ccn2c(=O)nc(SCC(=O)NC3CCCCC3)nc2c1 | -9.6% | -1.5% | i | 7.8% | 7.2%
COc1ccc(C=C2C(=O)N(C)C(=O)N(C)C2=O)cc1COc1ccc(NC(C)=O)cc1 | -21.2% | -1.1% | 0.8% | 7.0% | 4.9%
CCn1cc(CN2CCCC(CNS(=O)(=O)Cc3ccccc3)C2)cn1 (stereo unspecified) | 2.3% | -0.4% | 0.4% | 1.8% | -16.6%
COC(=O)c1cc(C)sc1NC(=O)c1cccnc1 | 1.5% | 6.0% | i | -2.6% | -9.7%
CCCCn1c(-c2cc(Cl)ccc2OC)n[nH]c1=S | -0.1% | -4.5% | i | -18.8% | 2.9%
CCSc1ccc(/C(N)=N/OC(=O)c2cccs2)cn1 | -16.4% | -14.3% | 3.4% | 37.8% | -2.9%
CC(=O)Oc1cc2c(cc1Cl)C1(CC(c3ccccc3Cl)O2)CC(C)(C)NC(=S)N1 (stereo unspecified) | 12.1% | ? | 0.4% | 64.9% | 4.1%

3 compounds already listed, arranged by count of non-hydrogen atoms, rising:
SMILES | influenza NS1A | M. tuberculosis HTS | VEEV TC-83 Vero | tuberculosis growth | Salmonella PhoP GFP
CC[n+]1ccc(/C=C/c2ccc(N(C)C)cc2)c2ccccc21 | 9.07µM* | . | 2.1% | . | .
COCCN(C(=S)Nc1ccc(C(C)C)cc1)C(C)c1cccs1 (stereo unspecified) | -1.0% | 6.5% | 3.2% | 10.4% | -6.2%
CC(Sc1nc(N(C)C)nc(N2CCOCC2)n1)C(=O)Nc1ccccc1 (stereo unspecified) | -0.2% | 3.0% | 2.6% | -3.5% | 9.5%

Further structures follow.
SMILES | influenza NS1A | M. tuberculosis HTS | VEEV TC-83 Vero | tuberculosis growth | Salmonella PhoP GFP
N#C/C(=C(/O)COC(=O)Cc1c[nH]c2ccccc12)c1nc2ccccc2[nH]1 | 12.8% | 46.0% | 8.1% | -0.4% | 5.5%
Cc1ccc(S(=O)(=O)NCCC(=O)Nc2nccs2)cc1 | -5.0% | 0.0% | i | 5.4% | -27.6%
O=C(NCC1CCCO1)/C(=C\c1ccco1)NC(=O)c1ccccc1 (stereo unspecified) | 6.0% | -4.3% | i | 0.3% | 2.2%
Cc1cc(C(F)F)n2nc(C(=O)Nc3sc4c(c3C#N)CCC4)nc2n1 | 11.2% | 2.0% | i | 5.8% | 3.4%
CC1CCCN(C(=O)c2ccc3c(c2)OCO3)C1 (stereo unspecified) | -11.8% | 6.4% | 0.7% | 7.8% | -4.1%
CC1CCCC(C)N1c1nnc(N)s1 (stereo unspecified) | 1.5% | -9.8% | 0.8% | -10.0% | -6.3%
CCOc1cc(C(=S)N2CCN(C)CC2)ccc1OCC(=O)N1CCCC1 | -8.7% | -7.9% | 0.8% | -9.4% | -1.2%
Cc1nn(CC(=O)OCCOc2ccc(Br)cc2)c(C)c1[N+](=O)[O-] | 0.5% | 2.4% | 1.2% | 59.2% | 1.3%
Cc1ccc(S(=O)(=O)Nc2ccc(NC(=O)CN3CCCCC3)cc2)cc1 | 8.3% | -10.5% | 1.7% | -1.4% | 8.4%
COCCC1CCCCN1C(=O)c1ccc2nc(Cc3ccccc3F)oc2c1 (stereo unspecified) | -6.4% | 16.6% | 7.2% | 22.1% | 0.3%
COc1ccc(CNC(=O)COc2ccc(S(=O)(=O)NC(C)C)cc2)cc1 | -7.5% | -11.9% | 0.7% | -10.7% | 3.5%
CCCCC(=O)Nc1ccc(C(=O)NCCCn2ccnc2)cc1 | -1.6% | -4.7% | 1.4% | -6.1% | -3.8%
CC(C)NC(=O)NC(=O)COc1ncnc2sccc12 | -0.8% | -0.7% | 1.4% | ? | -6.2%
Fc1ccc2nc(N3CCCCC3)sc2c1 | 7.3% | -11.1% | i | -0.4% | -3.1%
O=S(=O)(Nc1ccc(N2CCCCC2)cc1)c1ccc(F)cc1F | . | -6.5% | i | 24.5% | 0.0%
O=C(NCC1CCCO1)Nc1ccc(Cl)cc1 (stereo unspecified) | -21.6% | -2.7% | 0.7% | 27.1% | -3.3%
O=C(Nc1ccc(F)cc1)c1ccc(S(=O)(=O)N2CCCC2)cc1 | -12.6% | 4.9% | i | 4.5% | -1.4%
CCc1ccc(N2CC34C=CC(O3)C(C(=O)OC)C4C2=O)cc1 (stereo unspecified) | -0.5% | -2.5% | 1.4% | -1.5% | -9.6%
COc1ccc(NC(=O)C2CCC(CNc3c(N4CCC(C)CC4)c(=O)c3=O)CC2)cc1OC (stereo unspecified) | -7.1%&8.0% | -4.3% | 0.6%&1.1% | 13.7% | .
Cc1nn(Cc2ccccc2)c(N)c1C#N | 12.1% | -0.5% | 0.3% | -11.1% | -2.6%
CC1CCCCC1NC1=NCCCS1 (stereo unspecified) | . | -6.1% | . | 10.2% | 5.3%
Cc1cc(NC(=O)COc2cccc([N+](=O)[O-])c2)no1 | 5.1% | 0.0% | i | 33.3% | 13.4%
Cc1cc(C(=O)COC(=O)C23CC4CC(CC(O)(C4)C2)C3)c(C)n1C | -1.2% | 7.5% | i | 4.6% | .
Cc1nn(-c2ccccc2)c(N)c1C(O)(C(F)(F)F)C(F)(F)F | 0.2% | 2.3% | 0.9% | -14.9% | 3.1%
CSc1nc(Cl)c(Cc2ccc(OC(C)C)cc2)c(N(C)C)n1 | 18.3% | 6.3% | i | 10.5% | 6.8%
CCCNC(=O)COc1ccc(-c2nn(C)c(=O)c3ccccc23)cc1 | -3.5% | -7.1% | 1.2% | 52.8% | 2.4%
O=C(CSc1nnc2n1CCCN2)c1ccccc1 | . | -13.9% | 0.3% | 2.0% | 5.8%
O=C(NCc1csc(-c2cccs2)n1)Nc1ccc(C(F)(F)F)cc1 | . | -6.0% | i | 2.7% | -5.4%
C/C(N)=C(/C#N)C(=O)CSc1nnc(Nc2ccccc2C)s1 | 3.9% | -8.1% | 8.3% | 13.8% | 6.5%
COc1ccc(CC(=O)NCCS(=O)(=O)N2CCN(c3ccccc3OC)CC2)cc1 | 1.8% | 0.2% | 3.6% | 8.1% | -1.6%
O=C(CSc1nnc(-c2cccnc2)n1Cc1ccco1)c1ccc(Cl)cc1 | 23.4% | -17.3% | i | 38.8% | -7.2%
COc1cc2c(cc1OC)C(COc1ccc([N+](=O)[O-])cc1)NCC2 (stereo unspecified) | 5.3% | 3.7% | 0.0% | 23.6% | 7.6%
Cc1ccc(S(=O)(=O)N/N=C/c2cnn(C)c2C)cc1 | -1.7% | 2.1% | 0.8% | 9.5% | -2.6%
Cc1ccc(NC(=O)COCC(=O)Nc2ccc(C)cc2)cc1 | -1.7% | ? | 1.2% | i | -4.2%
COc1ccc(S(=O)(=O)N(C)CC(=O)Nc2ccc3c(c2)OCO3)cc1OC | 3.3% | -7.6% | 1.3% | 0.2% | -0.9%
O=C1NCCN(CC2CCN(CC3CCCC3)CC2)C1=O | -1.2% | . | i | . | .
O=C(NCCN1CCCCC1)/C(=N\O)c1ccccc1 | 5.0% | 3.9% | i | -7.8% | 9.6%
CC(C)(C)C(=O)NNC(=O)c1cc2sccc2s1 | -6.1% | 4.7% | i | -13.2% | 0.6%
COc1ccc(CNC(=O)CC2C[C@H](C(=O)N(C(C)C)C(C)C)[C@@]3(C)c4[nH]c5ccccc5c4CCN3C2=O)cc1OC (stereo partly specified) | -9.4% | 4.4% | i | 27.5% | .
O=C(NNC(=O)c1ccc(NC(=O)c2ccccc2)cc1)c1ccccc1 | . | -3.2% | 0.5% | -16.2% | 0.9%
CCc1nc2ccccc2n1Cc1ccccc1F | 1.2% | 7.1% | 1.0% | 2.0% | 2.4%
CCOC(=O)c1cc2c(=O)n3cccc(C)c3nc2n(CCCOC)c1=NC(=O)c1cccnc1 | 0.6% | 3.0% | 7.9% | -7.2% | 10.2%
Cc1ccc(S(=O)(=O)Cc2c(C)noc2C)cc1 | 1.7% | -8.9% | 0.4% | -3.0% | -8.2%
CN1N=C(C(=O)N2CCN(c3ccc([N+](=O)[O-])cc3)CC2)CCC1=O | -14.2% | -4.2% | 0.6% | 18.6% | 2.4%
Cc1cc(Br)cc(C)c1NC(=O)c1ccc(C#N)cc1F | -2.6% | 21.2% | 0.8% | -12.5% | 13.4%
NC(=O)c1ccsc1NC(=O)c1ccc(S(=O)(=O)N2CCCC2)cc1 | 5.5% | -2.6% | 7.0% | 14.2% | .
CC(=O)N1CCN(c2ccc(Nc3nc(C)nc4c3oc3ccccc34)cc2)CC1 | -3.6% | -8.5% | 2.9% | 5.1% | -5.9%
COc1ccccc1CN1CCc2c([nH]c3ccccc23)C1 | -6.2% | -0.5% | i | 14.0% | 3.8%
CCCOc1ccc(/C=N/NC(=O)c2nnn(-c3nonc3N)c2-c2cccs2)cc1OC | -6.3% | -3.5% | 3.1% | 11.5% | -0.4%
FC(F)(F)c1cccc(N2CCN(C(=S)NC3CCCCC3)CC2)c1 | 5.4% | 0.6% | i | 40.8% | -1.7%
COc1cccc(-c2c[nH]c(=O)[nH]c2=O)c1 | 4.9% | -6.4% | 1.7% | -9.5% | 3.9%
O=C(NCC1(N2CCCCC2)CCCCC1)c1ccc(NS(=O)(=O)c2ccc(F)cc2)cc1 | -3.5% | -6.7% | 2.5% | 6.2% | 4.3%
Cc1cc(NS(=O)(=O)c2ccc(CC(C)C)cc2)no1 | 0.7% | 1.7% | 1.2% | 13.3% | -6.1%
COc1cc(NS(=O)(=O)c2ccc(F)cc2)c(C(=O)O)cc1OC | 3.2% | 1.2% | 0.1% | 2.4% | -6.1%
CC(=O)Nc1ccc(NC(=O)CN(c2ccc([N+](=O)[O-])cc2)S(=O)(=O)c2ccccc2)cc1 | -3.8% | -1.9% | 2.0% | 13.5% | 3.9%
CCC(NS(=O)(=O)c1cn(C)nc1C)c1ccccc1 (stereo unspecified) | -3.1% | -5.2% | i | -0.4% | 0.9%
COc1ccc(CNc2ncc(-c3ccccc3)n2C)c(OC)c1OC | -2.5% | 3.2% | i | -5.3% | -2.2%

Part of the list above, with values under each structure:
Values run as follows: influenza NS1A, M. tuberculosis HTS, VEEV TC-83 Vero, tuberculosis growth, Salmonella PhoP GFP
> COc1cccc(-c2c[nH]c(=O)[nH]c2=O)c1
→ 4.9%, -6.4%, 1.7%, -9.5%, 3.9%
> O=C(NCC1(N2CCCCC2)CCCCC1)c1ccc(NS(=O)(=O)c2ccc(F)cc2)cc1
→ -3.5%, -6.7%, 2.5%, 6.2%, 4.3%
> Cc1cc(NS(=O)(=O)c2ccc(CC(C)C)cc2)no1
→ 0.7%, 1.7%, 1.2%, 13.3%, -6.1%
> COc1cc(NS(=O)(=O)c2ccc(F)cc2)c(C(=O)O)cc1OC
→ 3.2%, 1.2%, 0.1%, 2.4%, -6.1%
> CC(=O)Nc1ccc(NC(=O)CN(c2ccc([N+](=O)[O-])cc2)S(=O)(=O)c2ccccc2)cc1
→ -3.8%, -1.9%, 2.0%, 13.5%, 3.9%
> CCC(NS(=O)(=O)c1cn(C)nc1C)c1ccccc1 (stereo unspecified)
→ -3.1%, -5.2%, i, -0.4%, 0.9%

Not a hit list. About 1.5% of those tested had a hit in this group.
